Screens deposited in PubChem by National Center for Advancing Translational Sciences (NCATS).
GoLoco inh red: blocks human Gai1 binding to RGS12 GoLoco peptide, red readout; Gai1:RGS12 GoLoco peptide FP, rhodamine, 10 min; Potency, µM (series often up to 61.6 µM), for the others: top-dose activity, negative = inhibition, hits mostly inhibitors; 230,000 compounds, 0.44% hits; AID 880; active = well fitted inhibition curve with a large enough effect, not every such curve was filed as active; inactive = no such curve, though single readings can be large or run the other way; note: nearly all actives have a fitted effect of over 30% in size; many of its hits are not listed in these tables
Target sequence (P63096 whole entry, looked up): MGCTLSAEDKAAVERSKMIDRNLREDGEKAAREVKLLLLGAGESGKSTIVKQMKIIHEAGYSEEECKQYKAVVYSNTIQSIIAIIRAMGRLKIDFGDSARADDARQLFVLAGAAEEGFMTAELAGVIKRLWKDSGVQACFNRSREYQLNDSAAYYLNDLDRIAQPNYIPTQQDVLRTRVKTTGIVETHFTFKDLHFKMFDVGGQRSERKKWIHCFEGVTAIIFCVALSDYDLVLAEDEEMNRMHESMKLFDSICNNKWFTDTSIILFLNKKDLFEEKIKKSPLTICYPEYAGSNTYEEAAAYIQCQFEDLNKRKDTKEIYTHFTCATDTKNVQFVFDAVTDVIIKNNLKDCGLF
GAA spleen mod: inhibitors or activators of human alpha-glucosidase in spleen homogenate; human spleen homogenate, 4-MU-alpha-glucoside fluorescence; Potency, µM (doses to about 79.9 µM), inactives show at the top dose activity change, negative = inhibition, most hits filed as inhibitors; 240,000 compounds, 0.006% hits; AID 2112;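 note: 0% = enzyme with vehicle and -100% = no enzyme basal signal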
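Enzyme source: human spleen homogenate, 1 ug/well. Buffer 50 mM citric acid/K phosphate pH 5.0, 0.01% Tween-20. 4-MU-alpha-glucoside 1 mM; 37 C x 40 min; NaOH/glycine stop; fluorescence.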
TRb-SRC2 inh: TRbeta-SRC2 interaction inhibition | Potency, µM (highest dose often 106 µM), for inactives: top-dose activity change, negative = inhibition, hits mostly inhibitors | TRbeta-SRC2 peptide binding, fluorescence polarization; receptor liganded with 1 µM T3 | 280,000 compounds, 0.065% hits | P10828;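 note: plate controls were bound peptide for no effect and peptide without receptor for full effect; nearly all actives have a fitted effect of over 50% in size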
Target sequence (P10828 whole entry, looked up): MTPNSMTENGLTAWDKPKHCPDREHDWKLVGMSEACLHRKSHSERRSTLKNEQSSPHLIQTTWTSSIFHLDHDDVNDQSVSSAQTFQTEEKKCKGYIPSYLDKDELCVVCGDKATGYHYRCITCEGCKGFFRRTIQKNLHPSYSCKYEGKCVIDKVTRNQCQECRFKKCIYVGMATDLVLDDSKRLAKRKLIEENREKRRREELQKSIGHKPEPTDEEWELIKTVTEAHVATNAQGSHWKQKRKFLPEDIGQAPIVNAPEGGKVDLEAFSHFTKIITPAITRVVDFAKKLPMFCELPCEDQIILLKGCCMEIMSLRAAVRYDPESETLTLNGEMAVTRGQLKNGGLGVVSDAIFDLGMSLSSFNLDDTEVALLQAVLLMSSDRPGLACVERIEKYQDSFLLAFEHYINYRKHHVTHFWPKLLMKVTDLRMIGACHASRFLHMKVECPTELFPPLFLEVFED
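Human TRb ligand-binding domain (0.6 uM) is mixed with 20 nM Texas Red SRC2 peptide and 1 uM T3; after compound addition and 5 hr at ambient temperature, polarization is measured and normalized to unbound and bound controls.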
GAA inh: blocks human lysosomal alpha-glucosidase; purified human GAA, 4-MU-alpha-glucoside fluorescence; Potency, µM (highest dose often 76.9 µM), for the others: at the top dose activity change, negative = inhibition, most hits filed as inhibitors; 200,000 compounds, 0.005% hits; P10253;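 note: plate controls were uninhibited enzyme wells for no effect and no-enzyme background for full effect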
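Read-out is 4-methylumbelliferone fluorescence (Ex 365/Em 440 nm) after NaOH/glycine stop at pH 10. Enzyme 4 nM, substrate 400 uM, pH 5.0 citrate buffer, 20 min room temperature; AC50 from Hill-equation concentration-response.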
L3MBTL1 inh: blocks human L3MBTL1; AlphaScreen L3MBTL1–H3K9me1 peptide binding; 230,000 compounds, 0.66% hits; Potency, µM (titrated, usually from 57.1 µM), inactives show at the top dose activity, negative = inhibition, hits mostly inhibitors; note: nearly all actives have a fitted effect of over 60% in size
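First, the protein-peptide complex forms for 30 min at room temperature (L3MBTL1 50 nM, biotinylated H3K9me1 peptide 75 nM). Next, compounds are pin-transferred and incubated 30 min. Finally, AlphaScreen beads are added and read after 30 min.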
GAA glycogen mod: inhibitors or activators of human alpha-glucosidase glycogen cleavage; P10253; recombinant GAA, glycogen substrate, Amplex Red glucose oxidase fluorescence; 300,000 compounds, 0.38% hits; AID 2100; Potency, µM (series often up to 76.4 µM), for the others: at the highest dose activity change, negative = inhibition, actives largely listed as inhibitors;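 note: 0% = full enzyme reaction and -100% = no-enzyme basal signal; the screen sought inhibitors and activators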
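Recombinant human enzyme (4 nM); glycogen substrate; 37 C, 40 min, pH 5.0. Readout: coupled glucose oxidase/Amplex Red fluorescence.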
TR SRC2 fluor cs: Texas Red fluorescence interference in TRb-SRC2 counter-screen. TRb/SRC2 Texas Red total fluorescence interference. 280,000 compounds, 0.29% hits. Potency, µM (highest dose often 106 µM), without a hit: top-dose fluorescence change, negative = quenching; active = well fitted curve in either direction with a large enough effect; inconclusive = small, poorly fitted or top-dose-only effect
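Human TRβ ligand-binding domain (0.6 uM) and Texas Red SRC2 peptide (20 nM) in Tris buffer with 1 uM T3 and 5% DMSO were incubated with pinned compound for 5 hr at ambient temperature. Total fluorescence was computed as S + 2P (555/632 nm).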
RECQ1 helicase: inhibitors of human RECQ1 DNA helicase; P46063; RECQ1 DNA unwinding, red fluorescence kinetic read; Potency, µM (highest dose often 57.3 µM), inactives show top-dose activity, negative = inhibition, hits mostly inhibitors; 240,000 compounds, 0.54% hits; AID 2549;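 note: plate controls were vehicle for no effect and no enzyme for full effect; nearly all actives have a fitted effect of over 30% in size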
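RECQ1T1 50 nM; forked duplex (20 bp + 30-nt ss tails) 200 nM, ATP 2 mM final; pH 8.0, 2 mM MgCl2, 2.5 ug/ml poly(dI-dC); 15 min compound preincubation; discontinuous kinetic read over 2 h at RT.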
* = called active by the depositor; i = inactive; ? = inconclusive; . = no result given; & = joins results of further samples; [ ] = dose if it differs, or a comment. Unless noted, calls come from the whole dose curve; as a rule, active = well fitted curve in the direction sought with a large enough effect; inconclusive = small, poorly fitted or top-dose-only effect, or another doubt; inactive = no such curve, though single readings can be large; an effect the other way counts as inactive or inconclusive. Unless noted, % is set by controls: 0 for no effect and ±100 for the full control effect; potency is the fitted concentration of half-maximal effect.

Each structure is followed by: GoLoco inh red, GAA spleen mod, TRb-SRC2 inh, GAA inh, L3MBTL1 inh, GAA glycogen mod, TR SRC2 fluor cs, RECQ1 helicase
O=C1CCCN1CCC1CCN(C2CC(=O)N(c3ccc(Cl)cc3)C2=O)CC1 (stereo not drawn)
    -13%, 4%, -11%, 1%, ., 7%, -1%, 0%
CCC(C)NC(=O)/C(=C/c1ccco1)c1ccccc1 (stereo not drawn)
    94%[activator], -7%, 11%, -7%, -23%, 5%, 2%, -6%
O=c1oc2ccccc2n1Cc1cccc(Cl)c1
    7%, 3%, -2%, -12%, 26%, 7%, -3%, i
Cc1c(C=O)c(Cl)n(C)c(=O)c1C#N
    28%, -3%, -3%, 9%, -27%, 7%, 3%, -12%
O=C(NCc1ccncc1)c1cc(F)c(F)cc1Cl
    10%, -9%, 1%, 0%, 2%, -6%, -2%, i
CC(C)(C)C(=O)N1CCC(O)(CS(=O)(=O)Cc2ccccc2Cl)CC1
    -6%, 4%, -6%, 3%, -13%, -6%, -5%, 1%
NC(=O)CSc1cn(Cc2cccc(F)c2)c2ccccc12
    4%, 6%, -7%, -10%, -9%, -13%, -2%, -2%
CN1C=CC=C/C1=C1\SC(=S)N(CC(=O)O)C1=O
    10%, 11%, -3%, ?, -11%, ?, 2%, -2%
CC(C)(CCl)C(=O)Nc1ccnc(-c2ccncc2)n1
    -11%, -5%, -11%, 2%, 50%, -19%, -3%, -1%
CCOC(=O)c1c(OCCO)nn(-c2ccccc2)c1N
    4%, 1%, -3%, -1%, -24%, -18%, -1%, 0%
Cc1ccc(C(=O)n2ncn(C)c2=S)cc1
    -10%, 1%, -3%, -7%, 3%, 4%, -2%, -16%
CCN(CC)CCNCc1ccc(OCc2ccc(Cl)nc2)c(OC)c1
    4%, -1%, -3%, 5%, -1%, 1%, -1%, 2%
COP(=O)(OC)C(Nc1ccc(C)cc1)c1ccc([N+](=O)[O-])cc1 (stereo not drawn)
    -3%, -1%, -3%, -7%, -8%, 1%, 1%, -8%
CC(C)(C)c1ccc(O)c(N)c1
    14%, -5%, -1%, -2%, -10%, ?, 1%, ?
O=C(NC1CCSC1=O)c1cccc(C(=O)NC2CCSC2=O)c1 (stereo not drawn)
    -9%, 0%, -1%, -5%, -14%, -2%, -5%, i
c1ccc(CNc2ccnc(-c3ccc4c(c3)OCO4)n2)cc1
    -3%, 13%, -3%, ., ., ., 2%, -10%
Cc1ccc(S(=O)(=O)Cn2nnnc2C(C(C)C)N2CCc3ccccc3C2)cc1 (stereo not drawn)
    -2%, -10%, -7%, -4%, -10%, -14%, 2%, i
O=C(CN1C(=O)NC(Cc2ccccc2)C1=O)NC(=O)NC1CCCCC1 (stereo not drawn)
    -3%, -6%, 3%, -3%, -1%, 8%, -2%, -5%
O=C1NC(=O)C(CC(=O)N(Cc2cccs2)C2(C(=O)NC3CCCCC3)CCCCC2)N1 (stereo not drawn)
    12%, 4%, 3%, -1%, 12%, 12%, 6%, -5%
CCOC(=O)C1=C(C)Nc2nc3ccccc3n2C1c1ccncc1 (stereo not drawn)
    -6%, 0%, 5%, 1%, ., 2%, -3%, -2%
COCc1nnc(NC(=O)c2ccc(S(=O)(=O)N3CCCCCC3)cc2)o1
    5%, 2%, 1%, -3%, -2%, 1%, -1%, -2%
Cn1cc(S(=O)(=O)Oc2ccccc2)c(=O)n(C)c1=O
    -3%, ., -8%, -10%, -20%, 4%, -1%, 0%
O=C(/C=C/c1ccc(Cl)cc1)NC(=S)Nc1ccc(NC(=O)c2ccco2)cc1
    5%, 1%, -2%, 3%, 8%, -1%, -2%, -3%
Cc1ccc(Cl)cc1N1CCN(C(c2cccnc2)c2nnnn2C2CCCCC2)CC1 (stereo not drawn)
    4%, -9%, -13%, ?, ., -2%, 0%, -1%
O=C(/C=C/c1ccccc1)N1CCC[C@H]1CO
    2%, -2%, -1%, ?, 11%, 0%, -1%, -2%
COc1ccc(-c2noc(C3CCCN(C(=O)c4ccccc4OC)C3)n2)cc1OC (stereo not drawn)
    10%, -1%, -15%, 1%, 34%[activator], -1%, 0%, i
CCN(CCNC(=O)Cn1cc2c(n1)CCCC2)c1ccccc1
    -3%, 1%, 1%, -6%, 1%, -6%, 1%, -35%
C=CCn1c(SCc2ccc(C(=O)NCCO)cc2)nc2sc(C)c(C)c2c1=O
    -7%, 1%, 1%, -11%, ., -1%, -1%, -5%
COc1ccc(C2CC3(CC(C)(C)NC(SC)=N3)Oc3cc(O)cc(C)c32)cc1 (stereo not drawn)
    -49%, 2%, -6%, 8%, 16%, -3%, -6%, -10%
COc1cccc(CC(=O)NCC2(N3CCCCC3)CCCCC2)c1
    4%, -4%, -1%, 1%, ., 1%, 3%, i

Among those listed so far, these contain a furan ring, fused or not:
Each structure is followed by: GoLoco inh red, GAA spleen mod, TRb-SRC2 inh, GAA inh, L3MBTL1 inh, GAA glycogen mod, TR SRC2 fluor cs, RECQ1 helicase
CCC(C)NC(=O)/C(=C/c1ccco1)c1ccccc1 (stereo not drawn)
    94%[activator], -7%, 11%, -7%, -23%, 5%, 2%, -6%
O=C(/C=C/c1ccc(Cl)cc1)NC(=S)Nc1ccc(NC(=O)c2ccco2)cc1
    5%, 1%, -2%, 3%, 8%, -1%, -2%, -3%

Part of the list above, as comma-separated lines:
SMILES,GoLoco inh red,GAA spleen mod,TRb-SRC2 inh,GAA inh,L3MBTL1 inh,GAA glycogen mod,TR SRC2 fluor cs,RECQ1 helicase
CC(C)(C)C(=O)N1CCC(O)(CS(=O)(=O)Cc2ccccc2Cl)CC1,-6%,4%,-6%,3%,-13%,-6%,-5%,1%
NC(=O)CSc1cn(Cc2cccc(F)c2)c2ccccc12,4%,6%,-7%,-10%,-9%,-13%,-2%,-2%
CN1C=CC=C/C1=C1\SC(=S)N(CC(=O)O)C1=O,10%,11%,-3%,?,-11%,?,2%,-2%
CC(C)(CCl)C(=O)Nc1ccnc(-c2ccncc2)n1,-11%,-5%,-11%,2%,50%,-19%,-3%,-1%
CCOC(=O)c1c(OCCO)nn(-c2ccccc2)c1N,4%,1%,-3%,-1%,-24%,-18%,-1%,0%

Continued:
Each structure is followed by: GoLoco inh red, GAA spleen mod, TRb-SRC2 inh, GAA inh, L3MBTL1 inh, GAA glycogen mod, TR SRC2 fluor cs, RECQ1 helicase
CCN1C(=O)CC(N2CCC(Cc3ccccc3)CC2)C1=O (stereo not drawn)
    -4%, -16%, -5%, -9%, -2%, 0%, -4%, 12%
CCOC(=O)C1=NNC(C(=O)c2ccc(C)cc2)C1c1ccc(OC)cc1 (stereo not drawn)
    1%, -8%, -2%, -14%, ., 1%, -2%, -14%
O=C(Nc1ccc(Cl)cc1)N(Cc1nnc2n1CCCCC2)c1ccccc1
    3%, 5%, -17%, -8%, -2%, 1%, 1%, -10%
CC(C)Oc1ccc(C(=O)Nc2ccc(C(F)(F)F)n(C)c2=O)cc1
    3%, -7%, 4%, -21%, 6%, 0%, 6%, -3%
CC(=O)OC(COC1C[C@@H]2CC[C@@]1(C)C2(C)C)C[N+]1(C)CCCCC1 (stereo partly drawn)
    7%, -20%, 2%, ?, 5%, 7%, -1%, 20%
Cc1ccc2cc(C(c3nnnn3CC3CCCO3)N3CCc4ccccc4C3)c(=O)[nH]c2c1 (stereo not drawn)
    4%, -13%, 3%, 0%, -1%[11.4 µM], 2%, -3%, 0%
Cn1ccc(O)c(C#N)c1=O
    7%&0%, -6%&-7%, 5%&0%, ., 5%, 12%, -4%&2%, -2%
CN(C)c1nc2c(c(=O)[nH]c(=O)n2C)n1Cc1ccc(F)cc1
    1%, -9%, 1%, 2%, 5%, 2%, -4%, -12%
NC(=O)C1CC(=O)N(c2ccc(OCc3c(F)cccc3Cl)cc2)C1 (stereo not drawn)
    10%, 0%, 3%, 6%, 8%, -8%, 2%, i
CC(C)C(C(=O)Nc1ccc(N2CCOCC2)cc1)N1C(=O)c2ccccc2C1=O (stereo not drawn)
    ., -1%, 2%, ?, 0%, -3%, -3%, -8%
COc1ccc(OC)c(NC(=O)CSc2nnnn2-c2ccc3c(c2)OCO3)c1
    3%, -9%, 7%, -2%, -1%, -6%, -4%, 0%
CN(CCC1CCOCC1)Cc1nc(Cc2ccccc2F)no1
    11%, -3%, -2%, 7%, -6%, -14%, -2%, i
CC(C)(C)n1nnnc1C(c1ccncc1)N1CCN(c2ccc(O)cc2)CC1 (stereo not drawn)
    -25%, 4%, -1%, -1%, ., 18µM*, 3%, -2%
Cc1ccccc1OCC(=O)Nc1ccccc1N1CCOCC1
    12%, 1%, -1%, -4%, 4%, -2%, -5%, -2%
COc1cc(OC)cc(C(=O)N[C@H](C(=O)NCCc2c[nH]c3ccccc23)C(C)C)c1
    4%, ., -3%, -23%, 2%, 4%, -3%, i
CCN(CC)c1ccc(C=C2C(=O)OC3(CCCCC3)OC2=O)cc1
    239%[activator], ., 14%, -14%, -22%, -4%, 13%, 32µM*
O=c1[nH]c2ccc(NC(=S)NC3CCCCC3)cc2[nH]1
    0%, -15%, -3%, 1%, ., -15%, 1%, i
Cc1nc2ccccc2c2oc(C(=O)N3CCN(C(=O)c4ccco4)CC3)cc12
    10%, -4%, -20%, 2%, -5%, 3%, -1%, i
O=C(O)c1cc(-c2ccccc2)n[nH]1
    7%, 3%, -9%, 4%, -17%, 6%, 2%, 2%

An excerpt; count on the stated rates, not on these rows.
